# Source: PubChem (Southern Research Specialized Biocontainment Screening Center)
# tuberculosis growth: growth inhibition of non-replicating M. tuberculosis (AID 488890); Mycobacterium tuberculosis non-replicating, growth inhibition; higher % means a stronger effect; inhibition, % at 25 µM; hits with a dose series show IC50 in µM; hit rate 0.39% among 320,000; in the data active = a potency from the dose series; inconclusive = inhibition mostly from about 82% at the one dose, without a potency; inactive = the rest, 99 in 100 with inhibition below about 76%;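 also: plate controls were DMSO cells for no effect and high antibiotic wells for full effect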
# VEEV TC-83 Vero: inhibitors of VEEV TC-83 cytopathic effect, confirmation, Vero cells (AID 588727); Vero cells, VEEV TC-83 cytopathic effect inhibition; higher % means a stronger effect; one-dose inhibition, % at 20 µM; IC50 in µM for titrated hits; hit rate 0.13% among 350,000; in the data active = a potency from the dose series; inconclusive = inhibition mostly from about 14% at the one dose, without a potency; inactive = the rest, 99 in 100 with inhibition below about 12%; also: strong numbers were not always called active
# H37Rv inhibition: M. tuberculosis growth inhibition, HTS (AID 449762) | M. tuberculosis H37Rv growth inhibition, 7H9 media; higher % means a stronger effect | inhibition, % at 25 µM; hits with a dose series show IC50 in µM | hit rate 0.59% among 330,000; in the data active = a potency from the dose series; inconclusive = inhibition above about 70% without an active follow-up result;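 also: bacterial growth assessed after seven days of incubation; strong numbers were not always called active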
# PhoP GFP inhibition: PhoP regulon inhibitors, Salmonella typhi PhoP promoter GFP reporter, confirmatory (AID 1850); Salmonella Typhi PhoP-promoter GFP reporter, fluorescence, 4 h; higher % means a stronger effect; inhibition, % at 50 µM, or IC50 in µM where a hit was titrated; hit rate 0.33% among 310,000; in the data active = a potency from the dose series; inconclusive = inhibition mostly from about 25% at the one dose, without a potency; inactive = the rest, 99 in 100 with inhibition below about 19%;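 also: 0% = induced wells with vehicle and 100% = uninduced wells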
# influenza NS1A: NS1A inhibition, H1N1 influenza, cell based functional assay (AID 504329); hit rate 0.3% among 340,000; NS1A functional cell-based assay, percent inhibition; higher % means a stronger effect; inhibition, % at 12.5 µM; hits with a dose series show IC50 in µM; in the data active = a potency from the dose series; inconclusive = inhibition above about 27% without an active follow-up result; also: strong numbers were not always called active
# VEEV TC-83 Vero 10K pilot screen: recorded beside VEEV TC-83 Vero, whose call it bears; inhibition, %; measured here: 10K pilot screen inhibition
# Numbers without * were called inactive; i = inactive; ? = inconclusive; nt = not tested or not shown.
SMILES,tuberculosis growth,VEEV TC-83 Vero,H37Rv inhibition,PhoP GFP inhibition,influenza NS1A,others
CCC(C)(C)NC(=O)c1ccc(S(=O)(=O)N(C)c2ccccc2OC)cc1,23%,3.1%,-15%,3%,6%,
Nc1c(C(=O)NCCN2CCOCC2)c2nc3ccccc3nc2n1CCc1ccccc1,24%,0.2%,?,-4%,-16%,
CC(C)c1nc2oc3c(=O)[nH]cnc3c2c2c1CCC2,-12%,7.2%,-9%,4%,13%,
CCOC(=O)c1cnc2ccc(C)cc2c1NCCO,11%,3.8%,-3%,-5%,0%,
CN(C)S(=O)(=O)c1cccc(C(=O)N2CCC(C(=O)O)(c3ccccc3)CC2)c1,-2%,0.7%,8%,10%,-12%,
O=C(c1cc(-c2ccncc2)nc2ccc(Cl)cc12)N1CCN(Cc2ccc3c(c2)OCO3)CC1,26%,6.6%,?,-5%,9%,
Nc1nc(-c2ccccc2)nn1C(=O)c1ccco1,-14%,0.9%,-2%,1%,0%,
COc1ccc(Cl)cc1NC(=O)CCN1CCN(C)CC1,-1%,0.9%,4%,-3%,-3%,
COc1ccc(NC(=O)CCCNC(=O)Cn2cnc3sc4c(c3c2=O)CCCC4)cc1OC,-17%,i,7%,-1%,-4%,
Cc1cc(C)cc(NS(=O)(=O)Cc2ccccc2)c1,16%,0.6%,-4%,-8%,-14%,
Cc1cccc(C(=O)NNC(=O)c2cccc(C)c2)c1,-13%,0.2%,-17%,-5%,-7%,
CCC(=O)N1N=C(c2ccc(NS(=O)(=O)CC)cc2)CC1c1ccc(C)cc1 (stereo unspecified),5%,1.3%,5%,-8%,-11%,VEEV TC-83 Vero 10K pilot screen=1.8

# Among those listed so far, two have a furan ring, fused or not.
SMILES,tuberculosis growth,VEEV TC-83 Vero,H37Rv inhibition,PhoP GFP inhibition,influenza NS1A,others
CC(C)c1nc2oc3c(=O)[nH]cnc3c2c2c1CCC2,-12%,7.2%,-9%,4%,13%,
Nc1nc(-c2ccccc2)nn1C(=O)c1ccco1,-14%,0.9%,-2%,1%,0%,

# (cont.)
SMILES,tuberculosis growth,VEEV TC-83 Vero,H37Rv inhibition,PhoP GFP inhibition,influenza NS1A,others
Cn1c(SCc2nnc(-c3ccccc3Br)o2)nc2sc3c(c2c1=O)CCC3,26%,i,-5%,-13%,-8%,
CCOC(=O)C1CCN(C(=O)COc2ccc3c(c2)OCO3)CC1,58%,0.4%,5%,2%,-4%,
CCN1CCN(Cc2ccc(NC(=O)c3cc(NC(=O)c4cc5cccc(OC)c5o4)cc(OC)c3)cc2C(F)(F)F)CC1,?,i,?,9%,6%,
O=c1cc(-c2ccccc2)[nH]n1-c1ccc([N+](=O)[O-])cc1,0%,i,-2%,-3%,2%,
COc1ccc(CN=Cc2c(C(=O)O)[nH]c3ccccc23)cc1,3%,0.5%,-2%,7%,-11%,
CCC1CCCCN1CCCNC(=O)c1ccc2nc(N3CCCCC3)sc2c1 (stereo unspecified),35%,i,2%,6%,2%,
Cc1nnc(NC(=O)CSc2ccc([N+](=O)[O-])cn2)s1,63%,0.6%,11%,-6%,-3%,
COc1ccc(/C=N\NC(=O)c2ccccc2Br)cc1COc1c(F)c(F)cc(F)c1F,11%,8.4%,8%,-4%,4%,
COc1ccc(S(=O)(=O)N2CCOCC2)cc1N=Nc1sc(N)nc1-c1ccccc1,2%,8.4%,12%,1%,>100µM*,
Cc1ccc(NC2=NC(c3ccc(F)cc3)n3c(nc(C)cc3=O)N2)c(C)c1 (stereo unspecified),4%,0.7%,6%,-11%,-2%,
COc1ccc(NC(=O)C(C)N2C(=O)c3ccccc3C2=O)cc1S(=O)(=O)N1CCOCC1 (stereo unspecified),-6%,0.3%,-4%,2%,-14%,
O=C1/C(=C/c2cccc(Br)c2)SC(=S)N1/N=C/c1cc([N+](=O)[O-])ccc1O,?,2.4%,0%,0%,1%,
Cc1cc(N(C)C)cc(C)[n+]1[O-],-2%,0.3%,-5%,-2%,11%,
CN1CCN(S(=O)(=O)c2ccc(NC(=O)c3ccccc3Cl)cc2)CC1,0%,1.0%,-4%,10%,-4%,
CC(C)CCOc1cccc(OCC(=O)N(C)C2CCS(=O)(=O)C2)c1 (stereo unspecified),10%,0.2%,2%,-10%,-7%,
CNC(=O)c1cc(S(=O)(=O)N(C)C)ccc1Cl,3%,1.3%,-13%,-11%,2%,VEEV TC-83 Vero 10K pilot screen=1.8
Cc1ccc2c(c1)N1C(=O)c3ccccc3C1C1=C(CC(C)(C)CC1=O)N2 (stereo unspecified),25%,5.9%,6%,-14%,7%,
O=c1cc(-c2ccccc2)nc2nc(CCc3ccccc3)[nH]n12,?,9.8%,63%,12%,-4%,
O=C(COC(=O)c1ccccc1F)Nc1ccc(S(=O)(=O)N2CCOCC2)cc1,-11%,1.2%,0%,nt,-8%,
COc1ccc(C(=O)NCC(C)NC(=O)c2ccc(OC)cc2)cc1 (stereo unspecified),12%,0.6%,3%,1%,-7%,
COc1cccc(CN2CC(C(=O)NCCCn3cccn3)CCC2=O)c1 (stereo unspecified),0%,0.5%,6%,-2%,18%,
Cc1ccc(S(=O)(=O)N/N=c2\sc3ccccc3n2C)cc1,-9%,0.9%,4%,6%,-4%,
COc1ccc(C(=O)Nc2cnc3ccccn3c2=O)cc1,-11%,2.1%,-3%,22%,-4%,
O=S(=O)(c1cnc(Cl)c(Cl)c1)N1CCc2ccccc21,9%,3.6%,15%,0%,16%,
CC(=O)c1sc2nc(-c3ccc(C)cc3)c3c(c2c1N)CCCC3,19%,5.5%,?,13%,-20%,
CCN(CCNS(=O)(=O)c1ccc2c(c1)oc(=O)n2C)c1ccccc1,-14%,1.1%,-2%,-12%,4%,
CCCNc1cc(C)c(C#N)c2nc3ccccc3n12,5%,3.1%,1%,-30%,2%,
Cc1nnc(SCC(=O)Nc2cccc(Br)c2)s1,52%,0.5%,1%,nt,-7%,
CNC(=O)NNC(=O)c1csc(Cc2c(Cl)sc3ccc(Cl)cc23)n1,-13%,3.0%,6%,3%,2%,
Clc1ncc2[nH]cnc2n1,14%,0.3%,19%,8%,-4%,
O=C(NNS(=O)(=O)c1ccc(Br)cc1)c1ccncc1,-1%,i,-2%,-1%,-6%,
CC(C)[C@H](NC(=O)N1CCn2c1nc1ccccc12)C(=O)NCC1CCCO1 (stereo partly specified),7%,i,6%,2%,-6%,
CCN(C[C@H]1N[C@@](Cc2ccccc2)(C(=O)OC)[C@H]2C(=O)N(C)C(=O)[C@@H]12)C(=O)Nc1ccc(C)cc1,14%,0.2%,1%,nt,0%,
O=C(CSc1nc2ccccc2c(=O)n1-c1ccc(F)cc1)Nc1ccc(N2CCOCC2)cc1,6%,i,5%,-8%,6%,
CCc1ccc(N2C(=O)CC(=O)NC2=O)cc1,-19%,0.1%,0%,-1%,-2%,
COc1ccc(CCNC(=O)CN2C(=O)NC(c3ccccc3)(c3ccccc3)C2=O)cc1,23%,4.8%,-6%,nt,1%,

# Quoted at random: 2 records from the list
SMILES,tuberculosis growth,VEEV TC-83 Vero,H37Rv inhibition,PhoP GFP inhibition,influenza NS1A,others
O=C(NNS(=O)(=O)c1ccc(Br)cc1)c1ccncc1,-1%,i,-2%,-1%,-6%,
O=C(CSc1nc2ccccc2c(=O)n1-c1ccc(F)cc1)Nc1ccc(N2CCOCC2)cc1,6%,i,5%,-8%,6%,

# Later entries.
SMILES,tuberculosis growth,VEEV TC-83 Vero,H37Rv inhibition,PhoP GFP inhibition,influenza NS1A,others
CCC(=O)c1ccc(OCC(=O)OCC(=O)N2CCc3ccccc32)cc1,66%,2.4%,58%,2%,-7%,
CCOC(=O)c1c(N2C(=O)Nc3ccccc3N2O)sc2c1CCCCC2,18%,0.8%,5%,-1%,-3%,
Cn1c(CCNC(=O)c2ccco2)nc2cc(NC(=O)c3ccccc3Cl)ccc21,1%,1.7%,0%,-3%,4%,
Cc1ccc(C(=O)COc2ccccc2N2C(=O)c3ccccc3C2=O)cc1,9%,1.6%,9%,-7%,1%,
COc1ccc(N2CCN(C3CCCN(Cc4cccc(C(C)=O)c4)C3)CC2)cc1 (stereo unspecified),32%,i,8%,-1%,2%,
CC(Oc1ccccc1)C(=O)N1CCC2(CC1)Oc1ccc(Cl)cc1C(=O)C21CC(c2ccccc2)=NO1 (stereo unspecified),29%,nt,24%,-42%,nt,
O=C1NCC(COCc2ccccc2)O1 (stereo unspecified),-5%,0.4%,-3%,-3%,-8%,
O=C(NCCN1CCOCC1)c1cccc(S(=O)(=O)N(Cc2ccccc2)c2ccccc2)c1,-1%,6.0%,-2%,-2%,-7%,
Cc1ccc(NC(=O)COc2ccc3c(c2)OCO3)c(C)c1,40%,0.4%,-11%,nt,-7%,
Cc1ccc(S(=O)(=O)CC(O)COc2ccc(F)cc2Cl)c(C)c1 (stereo unspecified),32%,1.4%,4%,13%,8%,
CCOc1ccc2nc(SCc3ccc(F)cc3)sc2c1,63%,0.7%,2%,-12%,-11%,
CCOC(=O)c1c(NS(=O)(=O)c2ccc(Br)cc2)sc2c1CCC2,?,i,?,-1%,0%,
COCCn1c(C)cc(C(=O)CSc2n[nH]c(N)n2)c1C,-10%,1.1%,-6%,6%,9%,
O=C(NCC(=O)N1CC(O)CC1C(=O)N1CCCC1C(=O)OCc1ccccc1)OCc1ccccc1 (stereo unspecified),8%,1.5%,8%,-24%,-5%,
CC(C)NC(=O)C1CCN(C(=O)c2cc3sccc3n2Cc2ccc(F)cc2)CC1,8%,i,2%,11%,-5%,
Cc1ccc(OCC(=O)NCCNC(=O)c2cnccn2)cc1,4%,0.1%,-13%,-7%,-9%,
COc1ccccc1S(=O)(=O)Cc1ccc(C(=O)NCCCN2CCN(c3ccc(F)cc3)CC2)o1,-9%,1.1%,3%,9%,10%,
CCn1nnnc1SCC(=O)c1cc(OC)ccc1OC,-2%,2.1%,-4%,13%,1%,
COc1cccc(CNC(=O)C2CCC(=O)N(C3CC3)C2)c1OC (stereo unspecified),nt,i,nt,nt,7%,
Cc1nc(-c2ccc(F)cc2)c(CC(=O)Nc2cc(S(=O)(=O)N3CCCCC3)ccc2C)s1,44%,6.0%,5%,3%,1%,
CC1=C(C(=O)OCc2ccccc2)C(c2cccc([N+](=O)[O-])c2)NC(=O)N1C (stereo unspecified),46%,2.5%,11%,3%,-1%,
Cc1cccc(OCC(=O)N(Cc2ccc(N(C)C)cc2)C2CCS(=O)(=O)C2)c1 (stereo unspecified),4%,i,-7%,-5%,4%,
COC(=O)c1cc(Br)c(=O)n(-c2ccc(F)cc2)c1,-21%,4.7%,-10%,12%,3%,VEEV TC-83 Vero 10K pilot screen=0.1
O=C(NC1CCCCC1)C(c1ccc(F)cc1)N(Cc1ccc2c(c1)OCO2)C(=O)c1cnsn1 (stereo unspecified),-5%,0.4%,0%,-4%,-1%,
c1ccc(-c2ccccn2)nc1,1%,0.8%,12%,2%,0%,
Cc1c(C)n(C)c2ccc(C(=O)NCCN3CCOCC3)cc12,-13%,0.6%,3%,-1%,4%,
Cc1ccc(S(=O)(=O)N2CCN(S(=O)(=O)N3CCCCC3)CC2)cc1C,3%,0.6%,-3%,1%,-8%,
Cc1ccc(S(=O)(=O)N2CCC(=O)N(C(COCc3cccc(Cl)c3)C(C)C)CC2)cc1 (stereo unspecified),13%,7.4%,4%,-5%,-21%,
CCOC(=O)C(C(=O)OCC)C(Nc1cccc(Br)c1)c1ccccc1 (stereo unspecified),26%,3.4%,5%,-1%,-1%,
Cc1ccc(S(=O)(=O)N2CCOCC2)cc1NC(=O)CNC(C)c1ccccc1 (stereo unspecified),8%,6.1%,-4%,nt,1%,
CC(C)(CNC(=O)c1ccc(S(=O)(=O)Nc2ccc(Cl)cc2)cc1)N1CCOCC1,2%,3.1%,10%,nt,-3%,
S=c1[nH]nc(COc2ccc(Cl)cc2)n1Cc1ccccc1,1%,1.6%,0%,-7%,-6%,
CC(C)(C)NC(=S)N/N=C/c1cccnc1,?,1.4%,-2%,2%,2%,
Cc1nnc(NC(=O)COc2ccccc2)s1,-5%,0.9%,4%,1%,3%,
COc1ccccc1NS(=O)(=O)c1cc(NC(=O)C(C)C)ccc1N1CCCCC1,50%,2.3%,1%,-7%,11%,
CCOC(=O)c1ccc(NC(=O)C2CC2)cc1,64%,i,0%,-5%,-2%,

# Structures from the list above that contain a COOH group:
SMILES,tuberculosis growth,VEEV TC-83 Vero,H37Rv inhibition,PhoP GFP inhibition,influenza NS1A,others
CN(C)S(=O)(=O)c1cccc(C(=O)N2CCC(C(=O)O)(c3ccccc3)CC2)c1,-2%,0.7%,8%,10%,-12%,
COc1ccc(CN=Cc2c(C(=O)O)[nH]c3ccccc23)cc1,3%,0.5%,-2%,7%,-11%,

# This is a random part of the collection. About 1.6% of those tested had a hit in this group.
